Tb MetRS inh – Trypanosoma brucei MetRS inhibition; purified T. brucei MetRS, ATP depletion, Kinase-Glo luminescence; inhibition, % at 11.9 µM; actives 0.4% (n = 360,000); AID 624268;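 active means inhibition above a per-plate cutoff of the control wells' mean inhibition plus 3 SD, cut at about 5.5% in these data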;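 further: 0% = DMSO wells median and 100% = median of wells with control inhibitor compound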
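Test system: purified T. brucei MetRS enzyme. Also added: ATP, methionine and E. coli bulk tRNA substrates. Compound: 11.9 µM single point. Schedule: 15 min enzyme-compound preincubation, 2 h reaction, 10 min detection, 25 °C. Signal: luciferase luminescence of residual ATP, Kinase-Glo. Evaluation: percent inhibition versus plate control medians. Controls: DMSO wells, low control.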
Neddylation inh – inhibitors of human cullin neddylation. calls only at 25 µM. TR-FRET cullin neddylation, biochemical. P61081+Q13564. actives 0.58% (n = 360,000). AID 651699; in the data active means inhibition above about 36%
STEP block – blocks human striatal-enriched tyrosine phosphatase | actives 0.25% (n = 360,000) | recombinant STEP, OMFP fluorogenic substrate, fluorescence | inhibition, % at 20 µM | P54829;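 active means inhibition at 20 µM, scaled per plate between control wells, above about 37%, limit read from the data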;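 further: 0% = DMSO with enzyme and substrate and 100% = substrate only without enzyme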
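Material: STEP (striatal-enriched tyrosine phosphatase) enzyme, cell-free | Medium: 50 mM Bis-Tris pH 6.0 with 2.5 mM DTT and 0.005% Tween 20 | Read-out: Percent inhibition scaled to no-enzyme and uninhibited-enzyme controls, plate-pattern corrected | Signal: Fluorescence read at 480 nm ex / 540 nm em | Times: 20 min reaction, room temperature, in the dark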
NadD inh – NadD (S. aureus) enzyme inhibition | purified NadD enzyme, colorimetric absorbance read-out | inhibition, % at 20 µM | actives 0.78% (n = 360,000); in the data active means inhibition above about 26%; further: some compounds past the cut are filed as inactive
NRP1-CendR mod – alters CendR peptide binding to human NRP-1; O14786; FAM-RPARPAR peptide binding to NRP-1, fluorescence polarization; actives 0.85% (n = 360,000); inhibition, % at 25 µM;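 active means inhibition or corrected inhibition above about 18%, plus a signal ratio from 0.5 to 1.5, limit read from the data, passing the limit was not always enough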; further: strong numbers were not always called active
Target sequence (O14786 whole entry, looked up): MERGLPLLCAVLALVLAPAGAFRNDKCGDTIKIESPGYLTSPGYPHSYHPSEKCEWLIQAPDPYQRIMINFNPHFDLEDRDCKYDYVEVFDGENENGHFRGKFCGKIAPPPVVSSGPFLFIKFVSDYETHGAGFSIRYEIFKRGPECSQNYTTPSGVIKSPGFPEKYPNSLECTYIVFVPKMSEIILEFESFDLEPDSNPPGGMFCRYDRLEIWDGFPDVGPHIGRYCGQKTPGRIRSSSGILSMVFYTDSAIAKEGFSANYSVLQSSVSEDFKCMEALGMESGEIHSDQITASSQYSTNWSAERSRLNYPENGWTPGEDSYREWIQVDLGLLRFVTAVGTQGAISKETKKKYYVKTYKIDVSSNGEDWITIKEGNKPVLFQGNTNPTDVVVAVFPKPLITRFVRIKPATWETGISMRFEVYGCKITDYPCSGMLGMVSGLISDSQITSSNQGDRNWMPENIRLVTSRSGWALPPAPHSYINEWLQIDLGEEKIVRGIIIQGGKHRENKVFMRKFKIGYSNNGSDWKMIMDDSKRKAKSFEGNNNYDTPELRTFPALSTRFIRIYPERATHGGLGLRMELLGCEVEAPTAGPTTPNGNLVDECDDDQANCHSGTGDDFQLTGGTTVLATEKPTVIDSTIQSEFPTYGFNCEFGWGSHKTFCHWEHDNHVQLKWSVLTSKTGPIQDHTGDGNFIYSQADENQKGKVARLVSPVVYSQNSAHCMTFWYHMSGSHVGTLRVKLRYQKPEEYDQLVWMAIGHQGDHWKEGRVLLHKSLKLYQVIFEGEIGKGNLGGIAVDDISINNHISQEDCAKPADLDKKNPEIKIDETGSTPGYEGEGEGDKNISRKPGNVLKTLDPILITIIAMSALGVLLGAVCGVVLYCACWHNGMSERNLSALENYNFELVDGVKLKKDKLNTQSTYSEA
SKN-1 inh – blocks SKN-1 activity in C. elegans. C. elegans VP596 Pgst-4::GFP/RFP ratio, acrylamide-induced, 24 h. inhibition, % at 21.8 µM. actives 0.49% (n = 360,000). AID 624304;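 active means interference check ratio from 0.5 to 1.5 plus GFP to RFP signal ratio inhibition reaching or exceeding a fixed threshold, cut at about 30% in these data, passing the limit was not always enough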; further: some compounds called inactive have numbers as strong as hits
LMPTP inh – LMPTP (human) inhibition | inhibition, % at 20 µM | P24666 | recombinant LMPTP-A, OMFP fluorogenic substrate, fluorescence intensity | AID 651560 | actives 0.22% (n = 360,000);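 active means compounds that cut the enzyme signal by at least half of the control window in the single-dose screen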;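 further: plate controls were DMSO wells with enzyme plus substrate for no effect and substrate without enzyme for full effect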
Target sequence (P24666 whole entry, looked up): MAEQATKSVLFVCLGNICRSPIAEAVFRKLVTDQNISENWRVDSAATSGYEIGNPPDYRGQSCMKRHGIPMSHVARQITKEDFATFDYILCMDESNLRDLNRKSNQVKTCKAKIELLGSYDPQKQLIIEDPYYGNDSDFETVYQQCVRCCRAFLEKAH
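material = LMPTP-A | quantity = 0.625 nM enzyme | reagent = OMFP substrate, 400 µM final | buffer or medium = Bis-Tris pH 6.0, DTT, detergent | detection = endpoint fluorescence intensity from OMFP dephosphorylation | dosing = single 20 µM dose | read-out basis = % inhibition relative to no-enzyme and uninhibited control wells | control set = no-enzyme and uninhibited controls | timing = 50 min at room temperature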
SUMO1 PPI mod – alters human SUMO1 binding to SIM partners; SUMO1 binding to a labelled peptide, TR-FRET, 1 h; P63165; actives 0.33% (n = 360,000); inhibition, % at 20 µM; in the data active means inhibition above about 37%
DNMT1 inh – blocks human DNA methyltransferase DNMT1; actives 0.83% (n = 360,000); P26358; AID 588458; inhibition (reported as % activation of signal), % at 10 µM; DNMT1 molecular beacon, Hinp1I cleavage, fluorescence; in the data active means inhibition above about 50%
Scp-1 inhibitor – Scp-1 (human) phosphatase inhibition; Q9GZU7; Recombinant Scp1, phosphopeptide, malachite green phosphate absorbance; inhibition, % at 20 µM; actives 0.88% (n = 340,000); AID 493091;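 active means inhibition above about 50% at 20 µM, limit read from the data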;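 further: plate controls were DMSO wells with enzyme for no effect and wells lacking enzyme for full effect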
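System: truncated SCP-1 phosphatase (76-261aa); medium: Tris acetate buffer pH 5.5 with MgCl2 and Tween-20; incubation: 45 min room-temperature reaction, 5 min colour, 30 min stabiliser; compound: single 20 µM dose, 1% DMSO; reagent: Phosphorylated 17-residue peptide substrate; read-out: % inhibition at 20 µM; technique: colorimetric free-phosphate detection, absorbance 630 nm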
* hit, by the source's call; i = inactive; · = no result given; + = active, no number.

Start of the data: the first four records as a preview:
Tb MetRS inh	Neddylation inh	STEP block	NadD inh	NRP1-CendR mod	SKN-1 inh	LMPTP inh	SUMO1 PPI mod	DNMT1 inh	Scp-1 inhibitor	Molecule
-0.9	i	-1	-3	-111	-7	-2.6	0	5	-5	CCC(C)(C)NC(=O)C(OC(=O)c1ccco1)c1ccccc1F (stereo not drawn)
-0.4	i	1	-3	14	11	2.1	-4	0	-10	CN(CC1COc2ccccc2O1)C(=O)c1cc(COc2c(F)cccc2F)on1 (stereo not drawn)
-1.1	i	-3	1	-5	-4	-1.3	3	6	22	COc1ccc(C2=Nn3c(nnc3-c3ccco3)SC2)cc1
0.7	i	-1	8	-14	20	4.8	-10	12	-4	CCc1ccc(/C=C2\CN(CC)Cc3c2nc2ccccc2c3C(=O)O)cc1

The whole of this part, previewed entries included:
Tb MetRS inh	Neddylation inh	STEP block	NadD inh	NRP1-CendR mod	SKN-1 inh	LMPTP inh	SUMO1 PPI mod	DNMT1 inh	Scp-1 inhibitor	Molecule
-0.9	i	-1	-3	-111	-7	-2.6	0	5	-5	CCC(C)(C)NC(=O)C(OC(=O)c1ccco1)c1ccccc1F (stereo not drawn)
-0.4	i	1	-3	14	11	2.1	-4	0	-10	CN(CC1COc2ccccc2O1)C(=O)c1cc(COc2c(F)cccc2F)on1 (stereo not drawn)
-1.1	i	-3	1	-5	-4	-1.3	3	6	22	COc1ccc(C2=Nn3c(nnc3-c3ccco3)SC2)cc1
0.7	i	-1	8	-14	20	4.8	-10	12	-4	CCc1ccc(/C=C2\CN(CC)Cc3c2nc2ccccc2c3C(=O)O)cc1
-0.6	·	7	-8	-21	-6	6.9	23	6	-10	O=c1c(Cl)c(O)c2cccc3c4ccccc4n1c23
0.2	i	1	-1	0	3	-1.1	15	-1	1	Cc1ccccc1N1CC(C(=O)Nc2ccc(S(=O)(=O)N3CCCC3)cc2)CC1=O (stereo not drawn)
-0.4	i	-3	5	-3	11	2.6	-10	-10	-10	Cc1ccc(N(CC(=O)Nc2cc(C)cc(C)c2)S(=O)(=O)c2cccc3nonc23)cc1
-0.5	i	5	5	-21	4	2.9	-21	1	4	O=C(NNc1c2ccccc2nc2ccccc12)c1cccc(O)c1
-0.3	i	0	-1	-5	-3	-2.5	1	3	-1	CCOC(=O)C(C)Oc1cccc2c(=O)n(CC(=O)NCc3ccco3)ccc12 (stereo not drawn)
-0.9	i	1	7	6	22	-0.2	-6	-2	-2	CCOc1ccc(C2=NNC(c3cccnc3)=Nc3ccc(OC)cc32)cc1
-0.4	·	6	19	5	35*	13	-57	47	-1	COc1ccc(CC(=O)Nc2ccc(-c3nc4cc(C)ccc4o3)c(O)c2)cc1OC
-0.8	i	2	-2	-4	11	0.7	-1	5	-7	O=S(=O)(N1CCCCC1)N1CCN(c2ccccc2F)CC1
-0.3	i	0	-3	-7	8	-1.1	3	0	-3	OC1CCNC(=S)N1c1ccccc1 (stereo not drawn)
0.3	i	0	-3	8	2	-0.9	3	1	-3	O=C(NCc1cccnc1)C1CC(c2ccc(F)cc2)=NO1 (stereo not drawn)
-0.9	i	2	-3	-6	5	1.9	-6	0	-13	COc1ccc(OC)c(C2=NOC(C(=O)N3CCCc4ccccc43)C2)c1 (stereo not drawn)
-0.8	i	-1	-3	4	-7	0.7	2	-2	0	CCc1cccc(C)c1NC(=O)N(C)C1CCCCC1
-1.2	i	-1	-10	-10	-2	1.9	-2	-10	-3	COc1cccc(NC(=O)CCc2nc(-c3ccccc3F)no2)c1
2.3	i	-3	-1	7	9	0.3	-1	5	9	CC1(C)OC1COc1c2ccoc2cc2oc(=O)ccc12 (stereo not drawn)
0.8	·	2	6	3	16	2.8	-4	-10	-18	Cc1cc2nn(-c3cccc4ccccc34)nc2cc1NC(=O)c1cccs1
-0.4	i	-2	-2	-1	2	2.9	4	-37	-11	C=CCC[C@H](Cc1ccc(F)cc1)C(=O)OC[C@H](Cc1c[nH]c2ccccc12)NC(=O)[C@@H](CC=C)CC(=O)N(CCO)Cc1ccccc1
3.5	i	0	4	-49	-3	-0.1	-8	-4	-2	O=C(CCN1C(=O)/C(=C/c2cccs2)SC1=S)Nc1ccccc1O
-0.7	i	2	5	0	-14	0.2	7	3	4	Cc1cc(C)cc(NC(=S)N2CCC(NC(=O)C3CCCCC3)CC2)c1
0.1	i	4	-7	5	-15	-1.4	-5	0	-3	COc1ccc(OC)c(C2C(C(=O)c3ccco3)=C(O)C(=O)N2CC2CCCO2)c1 (stereo not drawn)
-0.2	i	2	-2	-1	16	0.5	4	-2	·	COc1ccc(OC)c(NC(=O)C2(C)CCN2Cc2ccsc2)c1 (stereo not drawn)
-0.6	i	-1	-10	3	-21	0.3	1	0	-7	CN(Cc1ccc(Br)cc1)CC(O)COc1cccc(Br)c1 (stereo not drawn)
0.2	i	3	-3	21	3	-2.9	5	5	-6	Cn1c(-c2cnn(-c3ccccc3)c2-n2cccc2)n[nH]c1=S
-0.6	i	-4	-1	-9	-2	-1.2	-2	2	-6	O=C(NCCCN1CCOCC1)c1csc2c1CCCC2
-1.0	i	0	-7	4	2	0.4	-1	-1	-3	COc1ccc(NC(=S)NCCC2=CCCCC2)cc1OC
-0.5	i	1	-5	9	-6	2.0	-21	-4	-7	Cn1c(=O)c2[nH]c(N=NNc3ccccc3F)nc2n(C)c1=O
-0.4	i	·	-7	-14	-15	2.2	8	·	·	CCOC(=O)[C@]12CCCC=C1N(Cc1ccc(Cl)cc1Cl)C(=O)[C@H](CC(=O)NCc1cccs1)C2
0.5	i	1	8	-2	12	4.3	2	-9	-10	CCOC(=O)c1c(NC(=O)Cn2nc(C(F)F)cc2C(F)F)sc(C)c1C
-0.5	i	-4	13	131	4	1.3	-1	1	0	CN(C)c1ccc(N=Cc2nc(-c3ccccc3)oc2OC(=O)c2cccc(Br)c2)cc1
-0.3	i	3	1	-3	15	-1.2	9	0	8	Cc1ccnc(NC(=O)c2ccc3c(c2)NC(=O)C(C)S3)c1 (stereo not drawn)
-0.3	i	-1	-6	5	18	0.2	9	-4	-10	CCOc1ccc(NC(=O)COc2ccc3c(c2)CCC3)cc1OC
0.1	i	6	11	-4	13	-0.6	3	-5	-12	Cc1ccc(C)c(N2CCN(C(=O)c3ccc(NC4=NC5CS(=O)(=O)CC5S4)cc3)CC2)c1 (stereo not drawn)
-0.6	i	-9	-4	6	6	-1.1	7	2	0	CN(C)c1cc[n+](CC(=O)Nc2ccc(Cl)cc2)cc1
-0.6	i	2	-7	-5	-9	-0.1	0	2	-4	CN(CC(=O)Nc1cccc(F)c1)C(=O)c1ccccc1OCCOc1ccccc1
-0.2	i	0	-1	4	7	-1.4	1	1	-3	O=C(c1cccs1)N1CCN(c2ncc(Br)cn2)CC1
-1.0	i	-2	-8	6	-35	0.5	-7	-1	-4	Cc1c(C(=O)NCCSCc2c(Cl)cccc2Cl)cccc1[N+](=O)[O-]
0.4	i	3	-3	-7	-1	0.5	0	1	-5	Cc1ccc(-n2c(C)nc3c(cnn3-c3ccc(F)cc3)c2=O)cc1C
0.4	i	1	-2	2	-1	-0.9	0	4	-4	COc1ccc(N2C(=O)C3C(C2=O)C2C=CC3C23CC3)c(OC)c1 (stereo not drawn)
0.5	i	2	-1	-11	-3	0.6	-1	-2	-9	CN(C)C(CNC(=S)Nc1cccc(Cl)c1)c1ccccc1 (stereo not drawn)
-0.2	i	-4	-1	0	1	-2.0	4	3	12	CCOc1ccc(CNS(=O)(=O)c2c(C(=O)N3CCCC3)c(C)n(C)c2C)cc1OC
0.0	i	-2	-2	-8	0	0.5	4	-1	-5	COc1ccc(OC)c(NC(=O)CN2C(=O)COc3ccc(C)cc32)c1
-0.2	i	-4	1	-2	-17	-2.6	-6	-2	·	O=C(Nc1cccc(Cl)c1)c1ccc2sc([C@@H]3O[C@H](CO)[C@H](O)[C@H](O)[C@H]3O)nc2c1
0.0	i	1	-4	1	-29	-1.9	2	1	·	CN1CCN(c2ccncc2S(=O)(=O)N2CCCC2)CC1
-1.4	i	-3	-2	2	-6	-1.4	-3	3	-11	O=C(c1ccc(Cl)cc1)N1CCCC(C(=O)N2CCCCC2)C1 (stereo not drawn)
0.3	i	0	0	3	-16	-1.4	1	0	0	Fc1ccc(CSc2nc3ncccc3[nH]2)cc1
-0.3	i	-2	1	-5	8	2.8	-1	-1	-13	COc1ccc(C)cc1NC(=O)C(OC(=O)c1cccc(S(=O)(=O)N(C)c2ccccc2)c1)c1ccccc1 (stereo not drawn)
-0.8	i	1	-3	3	5	-4.0	-1	-3	3	Cn1c(C(=O)NCCCN2CCCCC2)cc2sccc21
-0.3	i	-3	-4	2	6	-1.3	0	7	-7	CC1(C)OC(=O)N(CC(=O)Nc2cccc(C(F)(F)F)c2)C1(C)O (stereo not drawn)
-0.3	i	-2	0	-2	15	-1.5	1	-3	·	CCOC(=O)C1(C)CCCN1C(=O)c1c(F)cccc1F (stereo not drawn)
-0.3	i	0	-3	17	3	-0.1	-6	-2	-5	Cn1cc(/C=N\NC(=O)c2cccs2)c2ccccc21
-0.1	i	14	-3	4	9	-4.3	1	11	-5	Cc1n[nH]c(=O)nc1NCCN(C)C
-1.2	i	-1	2	0	-2	-1.4	2	4	0	COc1ccc(C(=O)NNC(=O)CSc2nnc(COc3ccccc3OC)n2C)cc1
0.1	i	2	-2	-2	6	-0.4	3	2	5	Cc1ccccc1OCC(=O)Nc1ccc(N2CCN(S(C)(=O)=O)CC2)cc1
-0.7	i	-2	-10	1	-10	-1.3	-1	3	0	CCC(C)NCCOCCOc1ccc(C)cc1Br (stereo not drawn)
0.0	i	1	2	-2	-1	-0.6	-1	-2	0	O=C(NC1CCCC1)C(c1ccc(F)cc1)N(C(=O)c1csnn1)c1ccccc1 (stereo not drawn)
-0.6	i	-2	0	4	12	0.6	-4	1	-10	O=C(c1ccc2c(c1)OCCO2)C1CCN(C(=O)Nc2ccc(F)cc2)CC1
-0.5	+	0	-1	0	-1	0.3	-29	1	-4	COCCn1c(=N)c(S(=O)(=O)c2ccc(F)cc2)cc2c(=O)n3ccccc3nc21
-0.2	i	4	1	10	0	-0.7	4	-2	-7	Cn1c(=O)[nH]c(=O)c2c1nc(N1CCCCC1)n2CCCSc1nnnn1-c1ccccc1

From PubChem BioAssay
